# STK33 kinase inh: inhibitors of human STK33 kinase; Q9BYT3; purified STK33, MBP phosphorylation, ADP-Glo luminescence; inhibition, % at 10 µM; 0.073% of 320,000 active; AID 2661;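 active = inhibition at or above 25%, using the most active replicate where run in duplicate; inactive = inhibition below 25%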
# Target sequence (Q9BYT3 whole entry, looked up): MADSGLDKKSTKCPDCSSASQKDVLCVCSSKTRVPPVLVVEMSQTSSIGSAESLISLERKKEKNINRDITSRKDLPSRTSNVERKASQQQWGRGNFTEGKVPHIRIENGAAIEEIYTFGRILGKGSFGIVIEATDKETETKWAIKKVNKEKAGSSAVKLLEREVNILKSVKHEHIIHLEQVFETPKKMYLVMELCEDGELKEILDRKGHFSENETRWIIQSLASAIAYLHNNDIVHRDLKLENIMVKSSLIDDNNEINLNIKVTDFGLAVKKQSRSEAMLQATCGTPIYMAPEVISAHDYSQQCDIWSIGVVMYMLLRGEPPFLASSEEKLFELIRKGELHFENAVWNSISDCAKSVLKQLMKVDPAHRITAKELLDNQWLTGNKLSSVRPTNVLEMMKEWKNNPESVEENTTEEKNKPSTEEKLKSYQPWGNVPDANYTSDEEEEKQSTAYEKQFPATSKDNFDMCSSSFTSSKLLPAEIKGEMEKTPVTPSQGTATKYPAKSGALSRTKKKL
# Kir21 block: inhibitors of mouse Kir2.1 inward-rectifier potassium channel; P35561; HEK293-Kir2.1, FluxOR thallium flux fluorescence; active compounds read low; B-score at 10 µM; 0.85% of 310,000 active;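 active = fluorescence ratio B-score at or below minus 3 SD of library scores, with starting-brightness B-score within 2 SD, cut at about -4.2 in these data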;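 also: channel flux triggered by added potassium and thallium sulfate stimulus; B-score of peak minus minimum fluorescence over baseline after thallium stimulus; more negative B-score means stronger Kir2.1 block with less thallium influx; some compounds called inactive have numbers as strong as hits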
# Target sequence (P35561 whole entry, looked up): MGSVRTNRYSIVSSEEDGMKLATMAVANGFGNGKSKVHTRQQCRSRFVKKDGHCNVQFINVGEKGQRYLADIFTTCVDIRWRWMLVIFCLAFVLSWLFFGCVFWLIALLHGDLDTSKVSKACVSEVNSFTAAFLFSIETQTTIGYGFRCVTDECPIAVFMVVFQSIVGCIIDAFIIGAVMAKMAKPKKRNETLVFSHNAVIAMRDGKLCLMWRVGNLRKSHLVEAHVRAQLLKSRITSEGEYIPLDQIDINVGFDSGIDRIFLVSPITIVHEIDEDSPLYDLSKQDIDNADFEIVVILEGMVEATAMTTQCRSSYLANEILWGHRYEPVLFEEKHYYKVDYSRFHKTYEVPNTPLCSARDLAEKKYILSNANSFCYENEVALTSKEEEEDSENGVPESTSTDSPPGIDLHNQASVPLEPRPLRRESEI
# An asterisk follows results filed as active; / = not tested or not shown. This is a random part of the collection (roughly 0.84% active in at least one column).
compound | Kir21 block | STK33 kinase inh
CC1Nc2ncnc(N3CCOCC3)c2N(Cc2ccc(Cl)cc2)C1=O (stereo not given) | -1.55 | -0.2
CCCC1CCC(c2ccc(C(N)=O)cc2)CC1 (stereo not given) | 0.51 | -1.6
CN(C)CCN(Cc1cccs1)c1ccccn1 | 1.08 | -2.1
CCOc1ccc(-c2nnn(CC(=O)NCc3ccc(F)cc3)n2)cc1OCC | 0.42 | 2.4
CC1(C)CC(=O)C2=C(C1)N(c1ccccc1)C(=O)CC2c1ccsc1 (stereo not given) | -0.19 | -2.5
NC(=O)c1ccc(C(F)(F)F)cn1 | 0.95 | -0.6
CCN(CC)CCCn1c(C)cc2c(c1=O)C(c1ccccc1)C(C#N)=C(N)O2 (stereo not given) | 0.21 | 1.0
O=C(c1ccccc1-c1ccccc1)N1CCCC1 | -1.15 | -0.7
O=C1Nc2ccccc2S/C1=C/Nc1cccc(Cl)c1 | 1.17 | 0.5
O=C(OCC(=O)N1CCN(c2ccccc2)CC1)c1ccccc1OC(F)F | -0.81 | -1.7
O=C(COC(=O)C1CCCCC1)NCc1ccc(Cl)cc1 | / | -0.9
Cc1cccc(C(=O)Nc2ccccc2SCC(=O)Nc2ccc(C)c(Cl)c2)c1 | -0.52 | -0.4

# Later entries
compound | Kir21 block | STK33 kinase inh
O=C(NCc1cc(C(F)(F)F)ccc1Cl)c1cccc2c1C(=O)c1ccc(N3CCCCC3)cc1S2(=O)=O | / | 1.4
CSCCC(NS(=O)(=O)c1ccc(C)cc1)C(=O)N1CC=C(c2ccccc2)CC1 (stereo not given) | 2.28 | -2.2
Nc1c(Cl)cc(-c2cn(CCC(=O)O)c(-c3ccncc3)n2)cc1Cl | / | 1.3
CCOC(=O)N1CCN(C(=O)CN(CC)S(=O)(=O)c2cc(C)ccc2OC)CC1 | 0.12 | -0.8
Cc1c(OCC(=O)N[C@@H](CSCc2ccccc2)C(=O)O)ccc2c3c(c(=O)oc12)CCC3 | -0.04 | /
O=C(OCc1cc2ccccc2[nH]c1=O)c1ccncc1 | -0.37 | -0.7
CCCCOc1cc(CC2CNC(=O)N2)ccc1OC (stereo not given) | 0.03 | -0.4
CCOc1ccc(NC(=O)CSc2nc3[nH]ncc3c(=O)n2-c2ccccc2OC)cc1 | -0.38 | -2.9
CCS(=O)(=O)N1CCN(c2c(Cl)cccc2[N+](=O)[O-])CC1 | -1.31 | 0.2
CC(C)CC[n+]1ccccc1/C=C/c1ccc(N(C)C)cc1 | -14.3 | 1.0
CCOc1ccccc1N1CCN(C(=O)/C=C/c2cccc([N+](=O)[O-])c2)CC1 | 0 | -5.2
CCC(CC)Nc1ccc(C(CC(N)=O)NC(=O)Cc2ccc(Br)cc2)cc1[N+](=O)[O-] (stereo not given) | -0.02 | -1.1

# Of the compounds above, 2 have an aryl thioether with sulfur outside any ring.
compound | Kir21 block | STK33 kinase inh
Cc1cccc(C(=O)Nc2ccccc2SCC(=O)Nc2ccc(C)c(Cl)c2)c1 | -0.52 | -0.4
CCOc1ccc(NC(=O)CSc2nc3[nH]ncc3c(=O)n2-c2ccccc2OC)cc1 | -0.38 | -2.9

# Further entries follow.
compound | Kir21 block | STK33 kinase inh
COc1ccc(Cn2c(C)nc3ccc([N+](=O)[O-])cc3c2=O)cc1 | 0.02 | -1.1
COC(=O)c1ccc(N2CCN(C)CC2)c(NC(=O)c2cccs2)c1 | 2.37 | -0.9
CCCn1cnnc1CNC(=O)C1CCC(=O)N(CCCc2ccccc2)C1 (stereo not given) | 1.12 | -1.0
Cc1cc(C)n(CC(=O)NNC(=O)c2ccc(S(C)(=O)=O)cc2)n1 | / | -1.8
O=C(c1ccc(COc2ccccc2Br)o1)N1N=C(C(F)F)CC1(O)C(F)F (stereo not given) | -0.34 | 0.5
COc1ccc(OC)c(/C=N/NC(=O)C(=O)N2CCCCCC2)c1 | 0.14 | -1.3
Cc1ccccc1NC(=S)NCCc1c[nH]c2ccccc12 | -1.04 | -1.8
CC(=O)c1ccc(NC(=O)c2cc(S(=O)(=O)N3CCOCC3)ccc2C)cc1 | 1.85 | -2.1
O=C1NC(=Nc2ccccc2Cl)S/C1=C\c1cccc([N+](=O)[O-])c1O | 0 | 0.9
NC(=O)COc1ccccc1 | 0.02 | -1.0
O=C(NCCOc1ccc(Cl)cc1)c1ccco1 | -0.12 | -1.2
C=CCOCCN1C(=O)C2C3C=CC(C2C1=O)C1C2C(=O)N(CCOCC=C)C(=O)C2C31 (stereo not given) | -1.26 | -0.7

# Next records follow.
compound | Kir21 block | STK33 kinase inh
Cc1ccc2c(c1)nnn2C1CCN(C(=O)C2CCCCC2)CC1 | 0.28 | -0.6
O=C(O)C(Cc1ccccc1)n1cccc1 (stereo not given) | 0.67 | -2.0
CC(=O)Nc1cc(-c2nn(CC(=O)N3CCCCC3)c(=O)c3ccccc23)ccc1N1CCOCC1 | 0.36 | 11.1
O=C(Cc1ccccc1)NC1c2ccccc2-c2ccccc21 | 1.55 | -0.1
CN(c1ccccc1C(=O)Nc1cccc([N+](=O)[O-])c1)S(=O)(=O)c1ccccc1 | -0.99 | -1.3
CCN(CC(=O)Nc1ccc2c(c1)OCCO2)C(=O)/C=C/c1ccccc1 | 0.5 | -1.1
CCc1cccc(C)c1NC(=S)N(CCN(C)C)C(C)c1ccco1 (stereo not given) | 1.24 | -1.2
CC(C)(C)C(C(=O)Oc1ccccc1)c1ccccc1 (stereo not given) | / | -2.3
CCOc1ccc(NC(=O)C(c2ccccn2)N(C(=O)CCl)c2ccc(OC)cc2)cc1 (stereo not given) | 0.05 | -1.1
COc1ccc(-n2nc(C(=O)NCC(=O)N(C)Cc3ccccc3)c3ccccc3c2=O)cc1 | -0.26 | 0.2
FC(F)(F)c1cccc(NC(=S)NC2CCCC2)c1 | 0.61 | 0.6
COc1cc(/C=N/NC(=O)/C(=C\c2ccc3c(c2)OCO3)NC(=O)c2ccccc2)ccc1O | -0.3 | -1.2

# Continuation:
compound | Kir21 block | STK33 kinase inh
CC(=O)OCC(OC(C)=O)C(OC(C)=O)C(OC(C)=O)C(=O)Nc1ccc(C)cc1C (stereo not given) | 1.02 | -0.8
O=C(Nc1nnc(-c2ccccn2)o1)c1cccc(Br)c1 | 0.32 | 7.3
Cc1ccc2c(cnn2C(=O)CCCC(=O)NCc2ccc(F)cc2)c1 | -0.04 | -0.8
O=C(COC(=O)c1ccc(Cl)nc1)NNC(=O)c1ccc(Cl)cc1 | 1.76 | -1.2
O=C(CN(C(=O)c1csnn1)c1cccc(C(F)(F)F)c1)NCc1ccc(F)cc1 | -0.1 | -0.8
Cc1cc(OCC(=O)NC(Cc2ccc(Cl)cc2)C(=O)O)c2c(C)cc(=O)oc2c1 (stereo not given) | 1.33 | 1.2
O=C1CC(c2ccccc2)CC(=O)N1c1ccccc1 | 0.9 | -0.3
CCCC(C(=O)Nc1ccc(S(=O)(=O)N2CCOCC2)cc1)c1ccccc1 (stereo not given) | / | -0.9
COc1ccc2oc(C(=O)OCC(=O)NCCc3ccc(S(N)(=O)=O)cc3)c(C)c2c1 | / | 0.5
CN=C1S/C(=C\c2cn(CC(=O)OC)c3ccccc23)C(=O)N1C | -1 | 1.3
Cc1ccc(Cl)c(OCCCCN(C)Cc2ccccc2)c1 | -9.54* | -0.2
COCC(C)NC(=O)C1CCN(S(=O)(=O)c2ccc3ccccc3c2)CC1 (stereo not given) | 0.22 | -0.7

# Next results follow:
compound | Kir21 block | STK33 kinase inh
CCCn1c(N)c(NCCN2CCOCC2)c(=O)[nH]c1=O | 0.17 | -0.7
O=C(NCc1ccccn1)c1c(O)c2c([nH]c1=O)CCCC2 | 0.6 | 0.7
COc1ccc(C)cc1S(=O)(=O)N1CCC(C(=O)N2CCOCC2)CC1 | -0.91 | -1.5
COC(=O)/C=C1/S/C(=N/NC(=O)c2ccccc2)NC1=O | 2.93 | 0.3
Cc1ccc(S(=O)(=O)C2(C(=O)Nc3cccnc3)CC2)cc1 | 0.04 | -1.1
S=C(NCc1ccccc1)N1CCn2cccc2C1c1cccnc1 (stereo not given) | 3.07 | /
CCOC(=O)c1cnc(SCC(=O)OC)nc1N | 1.92 | -2.0
NS(=O)(=O)c1ccc(N/C=C\C(=O)c2ccc(F)cc2)cc1 | 0.4 | 8.7
Cc1ccc(Nc2ncnc(-n3cccc3)n2)cc1Cl | -1.41 | -0.9
Cc1cc(Cl)ccc1C(=O)C1CCCN(C(=O)c2ccc3ncccc3c2)C1 (stereo not given) | 0.24 | -1.2
CCOc1ccccc1CN1CCC(CO)(CCOc2ccccc2)CC1 | -1.52 | -0.4
COc1ccc(OC)c(C2=NO[C@@](CC(=O)O)(C(=O)Nc3ccc4c(c3)OCCO4)C2)c1 | 0.34 | -1.5

# Carrying on.
compound | Kir21 block | STK33 kinase inh
CC(C)(C)SCCNC(=O)Nc1ccccc1 | -2.45 | -1.1
N#C/C(=C\N1CCOCC1)S(=O)(=O)c1ccc(Cl)cc1 | -1.38 | -3.1
Cc1noc(C)c1CSCC(=O)Nc1nc2c(F)cc(F)cc2s1 | / | 11.5
CCN(CC)C(=O)C1CC(=O)OC12CCCCC2 (stereo not given) | -0.77 | -1.7
CCOC(=O)c1sc(NC(=O)COC(=O)CNC(=O)C2CCCCC2)c(C(=O)OCC)c1C | 0.01 | -0.8
CC1CCCCC1NC(=O)CN1CCC(O)(c2ccc(F)cc2)CC1 (stereo not given) | -0.37 | -1.0
O=C(Nc1ccccc1C(=O)NC1CC1)c1ccccc1F | / | -0.1
Cc1cccc(N2CCN(C(=O)Cn3ccc4ccccc4c3=O)CC2)c1C | 0 | -0.9
CCOc1ccccc1NC(=O)N1CCCC1C(=O)Nc1ccc(-n2cnnn2)c(C)c1 (stereo not given) | 1.1 | -1.1
O=C(COC(=O)CCc1nc2ccccc2s1)NC(=O)NCc1ccco1 | -0.32 | -0.3
CC(C)c1cc(C(F)(F)F)n2nc(C(=O)Nc3ccc(-n4cnnn4)cc3)cc2n1 | 1.44 | -1.7
O=C(COc1cccc2cccnc12)N/N=C1\SCC(=O)N1Cc1ccco1 | 2.69 | -2.6

# The list goes on.
compound | Kir21 block | STK33 kinase inh
Nc1cc(=O)[nH]c(SCC(=O)Nc2ccc(S(=O)(=O)N3CCCCC3)cc2)n1 | 0.79 | -0.6
COc1cccc2cc(C(=O)OC(C)C(=O)c3ccc(C)cc3)c(=O)oc12 (stereo not given) | -0.01 | 0.2
CC(=O)c1ccc(N2CCN(C(=S)Nc3cccc(Cl)c3)CC2)cc1 | -0.04 | -0.2
CCn1c(Cc2ccccc2)nnc1SCC(=O)OC(C)C | -2.04 | 8.3
O=[N+]([O-])c1cccc(CN(CCO)Cc2ccccc2)c1 | -0.93 | -0.8
Cc1ccc(S(=O)(=O)N2CCC(C(=O)Nc3ccc(C(C)C)cc3)CC2)cc1 | / | -2.1
O=[N+]([O-])c1ccc(O)c(/C=N/n2cnc3ccccc32)c1 | -0.17 | 4.0
CCCOc1ccc(/C=N/NC(=O)C2CCCN2S(=O)(=O)c2ccc(Cl)cc2)cc1 (stereo not given) | 0.75 | -0.4
CC(=O)CCN1CCOCC1 | 1.62 | -0.1
CSc1ncc(Cl)c(C(=O)Nc2ccccc2Br)n1 | 0.17 | 1.3
O=C(NCCC1=CCCCC1)Nc1ccc2nsnc2c1 | 1.41 | 0.8
Cc1cccc(NC(=O)Cn2c(=O)oc3ccccc32)c1C | -0.17 | -1.9

# Complete entries, looked up by structure.
# Record of CC(=O)c1ccc(N2CCN(C(=S)Nc3cccc(Cl)c3)CC2)cc1 → Kir21 block: -0.04; STK33 kinase inh: -0.2
# Record of Nc1cc(=O)[nH]c(SCC(=O)Nc2ccc(S(=O)(=O)N3CCCCC3)cc2)n1 → Kir21 block: 0.79; STK33 kinase inh: -0.6

# Next section.
compound | Kir21 block | STK33 kinase inh
CC(=O)c1c(N2CCC(C(N)=O)CC2)nc(=S)n(-c2ccccc2)c1C | 0 | -1.8
NNC(=O)Cn1nnc(-c2ccc(C(F)(F)F)cc2)n1 | -0.79 | -1.3
COc1cccc(CN2CCN(C(=O)Nc3ccc([N+](=O)[O-])cc3)CC2)c1 | 1.29 | -1.5
CCCCN(C)C(=O)C1CCC(=O)N(c2cc(OC)c(OC)c(OC)c2)C1c1ccc(OC)cc1 (stereo not given) | 0.69 | -1.1
C/C(=N/OC(=O)c1ccc(C)cc1)C(=O)c1ccc(Br)cc1 | 0.06 | 0.6
O=C(NCc1ccccc1)C(c1cccnc1)N(C(=O)c1ccccn1)c1cccc(F)c1 (stereo not given) | -0.77 | -0.4
Cc1ccc(S(=O)(=O)NCCC(=O)N2CCN(S(=O)(=O)c3cccc(F)c3)CC2)cc1C | -0.59 | -0.3
CCCCSc1nnc2c(n1)[nH]c1ccccc12 | -0.67 | 1.0
Cc1ccc(CNC(=O)C(C)C2Sc3ccccc3NC2=O)cc1 (stereo not given) | -1.07 | 0.6
CN(C)S(=O)(=O)c1ccc2oc(SCC(=O)c3c(N)n(C4CC4)c(=O)[nH]c3=O)nc2c1 | / | -0.1
CCOC(=O)c1cc(CC)sc1NC(=O)c1ccc([N+](=O)[O-])c(N2CCOCC2)c1 | 0.98 | /
COc1ccc(Br)c(C(=O)OCC(=O)NC2CCCCCC2)c1 | / | -0.5

# Additional entries:
compound | Kir21 block | STK33 kinase inh
CCc1ccc(NC(=O)C2CCN(C(=O)N3CCOc4ccccc43)CC2)cc1 | -0.04 | -0.2
CCOC(=O)C1CCCN(S(=O)(=O)c2cc(C(=O)OC)n(C)c2)C1 (stereo not given) | 2.09 | 0.4
CCn1c(CNC(=O)c2ccccc2F)nnc1SCCOc1ccccc1 | -0.58 | -1.9
N[C@@H](Cc1ccccc1)C(=O)N1CCC(C(=O)NCC(=O)Nc2ccc(F)cc2)CC1 | -0.02 | -0.1
O=C(c1cccc(Br)c1)N1CCN(C(=O)c2cccc(Br)c2)CC1 | -1.03 | -1.1
COC(=O)C1=C(NC(=O)COc2ccc3ccccc3c2)CCS1 | 1.43 | -2.4
COc1ccc(CNC(=O)CNC(c2ccccc2)c2ccccc2)cc1OC | -2.61 | 0.1
